MBNL1-CUG inh: MBNL1-poly(CUG) RNA binding inhibition; Q9NR56; TR-FRET MBNL1-His/biotin-(CUG)12 binding, 665/545 ratio; Potency, µM (series often up to 57.5 µM), without a hit: at the highest dose activity change, negative = inhibition, usual class: inhibitors; 280,000 tested, 0.036% active; AID 2675; active = well fitted inhibition curve with a large enough effect in the signal ratio, with a control signal flat, not every such curve was filed as active; inconclusive = small, poorly fitted or top-dose-only effect, or effect the other way, or a change in a side signal; inactive = no such curve, though single readings can be large or run the other way; the % refers to the signal ratio; also: potency is read from the fitted curve at half-maximal effect; % is scaled to controls: 0 for no effect and ±100 for the full control effect
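Inhibition of protein-RNA binding appears as loss of TR-FRET between terbium anti-His antibody on MBNL1-His and streptavidin-XL665 on biotin-(CUG)12. Activity is normalized to buffer-only and uninhibited-complex controls.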
hERG WT inh: KCNH2 (human, wildtype) channel inhibition; 340,000 tested, 0.37% active; U2OS, BacMam KCNH2, thallium flux FluxOr; active compounds read low; AID 720551; activity change, % at 1.84 µM; Q12809;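 active = maximum activity change below -70%; inconclusive = maximum activity change between -70% and -50%; inactive = maximum activity change above -50%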; also: % is scaled to controls: 0 for no effect and ±100 for the full control effect
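U2OS cells transduced with wild-type KCNH2 virus are loaded with FluxOr dye for 45 min, and thallium flux is measured in kinetic reads before and after stimulation buffer. Rate constants are normalized to DMSO controls.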
GALK inh: blocks human galactokinase activity; P51570; 270,000 tested, 0.007% active; Potency, µM (top dose mostly 57.5 µM), without a hit: at the top dose activity change, negative = inhibition, hits mostly inhibitors; Purified GALK, Kinase-Glo residual ATP luminescence; also: potency is read from the fitted curve at half-maximal effect; % is scaled to controls: 0 for no effect and ±100 for the full control effect
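Compounds were pin-transferred into ATP buffer (35 uM final), then GALK plus galactose (5 nM, 100 uM final) was added. After 1 h at room temperature, Kinase-Glo Plus was added and luminescence read after 10 min.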
KCNH2 3.1 block: inhibitors of human KCNH2 3.1 potassium channel isoform | U2OS KCNH2 3.1, thallium flux FluxOr; active compounds read low | activity change, % (tested at about 1.8 µM) | 340,000 tested, 0.95% active | AID 720553;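 active = maximum activity change below -70%; inconclusive = maximum activity change from -70% to -50%; inactive = maximum activity change above -50%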;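 also: thallium influx rate constant from kinetic fluorescence after stimulation buffer; % is scaled to controls: 0 for no effect and ±100 for the full control effect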
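Steps: virus added to U2OS suspension (4 h, RT, dark); medium with 10% FBS added, cells plated, 37 C overnight; FluxOr/Red40 loading buffer 45 min RT; stimulation buffer, 2 min kinetic read; rate constant normalized.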
TRPV1 agonist: human TRPV1 agonism. Q8NER1. TRPV1-expressing cells, Fluo-8 calcium influx, agonist mode. activation, % at 8.33 µM. 320,000 tested, 0.19% active. AID 540275; in the data active = activation above about 80%; inconclusive = between about 30% and that limit; also: 0% is about no effect
Target sequence (Q8NER1 whole entry, looked up): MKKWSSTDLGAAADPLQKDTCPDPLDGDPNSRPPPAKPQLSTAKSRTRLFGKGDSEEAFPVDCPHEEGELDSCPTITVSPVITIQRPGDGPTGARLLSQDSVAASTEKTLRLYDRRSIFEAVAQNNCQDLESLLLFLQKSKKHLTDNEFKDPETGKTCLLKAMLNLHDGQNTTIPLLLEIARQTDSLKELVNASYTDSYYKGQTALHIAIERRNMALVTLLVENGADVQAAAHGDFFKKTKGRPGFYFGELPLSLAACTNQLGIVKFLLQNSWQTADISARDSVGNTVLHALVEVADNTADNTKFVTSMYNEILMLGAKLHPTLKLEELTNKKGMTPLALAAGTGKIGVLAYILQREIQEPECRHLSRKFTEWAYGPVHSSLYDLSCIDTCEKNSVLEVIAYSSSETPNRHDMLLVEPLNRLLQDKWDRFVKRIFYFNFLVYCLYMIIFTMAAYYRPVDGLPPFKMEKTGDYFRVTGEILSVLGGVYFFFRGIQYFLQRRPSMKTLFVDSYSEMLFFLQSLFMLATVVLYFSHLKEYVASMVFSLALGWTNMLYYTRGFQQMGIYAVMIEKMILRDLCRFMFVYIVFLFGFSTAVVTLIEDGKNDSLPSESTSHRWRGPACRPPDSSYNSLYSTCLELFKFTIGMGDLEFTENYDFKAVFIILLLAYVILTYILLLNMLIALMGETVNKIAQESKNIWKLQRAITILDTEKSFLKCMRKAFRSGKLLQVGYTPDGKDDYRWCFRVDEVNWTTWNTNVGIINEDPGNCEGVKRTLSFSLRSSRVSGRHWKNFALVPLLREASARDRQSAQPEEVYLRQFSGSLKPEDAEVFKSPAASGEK
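TRPV1-expressing cells were cultured overnight at 35.5C and loaded with Fluo-8 calcium dye for 40 to 90 min at room temperature. After a 10 s baseline, compound was added and calcium influx was read kinetically for 3 min (ex 480/em 520 nm).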
Integrin act MD: activates integrin-mediated alleviation for muscular dystrophy; Potency, µM (doses to about 38.3 µM), inactives show at the highest dose activation, usual class: activators; AID 624291; 350,000 tested, 0.064% active; alpha7betagal myoblasts, beta-gal FDG fluorescence, 48 h;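 also: potency is read from the fitted curve at half-maximal effect; 100% = response of the positive control SU9516; nearly all actives have a fitted effect of over 60% in size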
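Alpha7betagal+/- myoblasts (passage 13) were plated 16-24 hr, then exposed to compounds (1:260 dilution of DMSO stock) for 48 hours at 37C. After MPER lysis, β-galactosidase reporter activity was read as FDG fluorescence (ex 480/em 540) after 30 minutes.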
FBPA coupling cs: coupling enzyme interference in Giardia aldolase counter-screen; coupling enzyme system counterscreen, AmpLite Red fluorescence; activity change, negative = inhibition, % at 58.2 µM, hits read low; 290,000 tested, 0.67% active; AID 2472; in the data active = activity change below about -30%; also: % is scaled to controls: 0 for no effect and ±100 for the full control effect
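Final compound at 57.5 uM, incubated 10 min at RT with coupling enzyme reagent (glyceraldehyde-3-phosphate), then 20 min with substrate and AmpLite Red detection. Fluorescence read at 525/598 nm; tests interference with the coupling assay, not aldolase inhibition.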
ASM inhibitor: blocks human secretory acid sphingomyelinase; P17405; placental ASM, HMU-PC fluorogenic substrate, 60 min; Potency, µM (top dose mostly 57.5 µM), without a hit: at the top dose activity change, negative = inhibition, hits mostly inhibitors; 340,000 tested, 0.006% active; AID 504937; also: potency is read from the fitted curve at half-maximal effect
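HMU-PC0 cleavage (9 uM final) by human placental ASM, 60 min at 37 °C following 10 min compound exposure at RT; stopped at pH 10, fluorescence Ex 386/Em 447 nm.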
AT treatment: potential ataxia-telangiectasia treatment. 320,000 tested, 0.19% active. Potency, µM (doses to about 57.5 µM), for inactives: at the top dose activation, actives largely listed as activators. […] A-T fibroblasts, KAP-1 phosphorylation AlphaLISA; neocarzinostatin DNA damage 30 min before lysis; also: potency is read from the fitted curve at half-maximal effect; % of control where 0% means no effect; nearly all actives have a fitted effect of over 45% in size
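ATM-like activity read as KAP-1 phosphorylation via AlphaLISA donor/acceptor antibody pairs after lysis and 6 hr at 25C. Cells were ATM-null patient fibroblasts ([…], hTERT), dosed 60 min, then exposed to the DSB inducer NCS for 30 min.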
CXXC DNA block: blocks binding of human MLL CXXC domain to DNA. Potency, µM (highest dose often 115 µM), for inactives: at the highest dose activity change, negative = inhibition, actives largely listed as inhibitors. Q03164. MLL-CXXC / FITC-HOXA9 DNA fluorescence polarization. 290,000 tested, 0.037% active. AID 2662; active = well fitted inhibition curve with a large enough effect in the polarisation, with a control signal flat, not every such curve was filed as active; inconclusive = small, poorly fitted or top-dose-only effect, or effect the other way, or a change in a side signal; inactive = no such curve, though single readings can be large or run the other way; the % refers to the polarisation; also: potency is read from the fitted curve at half-maximal effect
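Steps: dispense CXXC domain solution (7 uM) → pin compounds or unlabeled HOX-A9 DNA control → 5 min ambient → add FLSN-HOX-A9 solution (50 nM) → spin → 30 min ambient → fluorescence polarization. Tris pH 7.5/NaCl/DTT/BSA buffer.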
* marks the source's active call; other numbers are inactive results; ? = inconclusive; . = no result given; [ ] = another dose, or the depositor's remark. Unless noted, calls follow the shape of the dose curve; as a rule, active = well fitted curve in the direction sought with a large enough effect; inconclusive = small, poorly fitted or top-dose-only effect, or another doubt; inactive = no such curve, though single readings can be large; an effect the other way counts as inactive or inconclusive.

Start of the listing, in advance (two entries):
SMILES	MBNL1-CUG inh	hERG WT inh	GALK inh	KCNH2 3.1 block	TRPV1 agonist	Integrin act MD	FBPA coupling cs	ASM inhibitor	AT treatment	CXXC DNA block
O=C(NCCN1C(=O)S/C(=C\c2ccccc2Cl)C1=O)C1=COCCO1	.	-12	.	-5	1	-41%	.	-1%	3%	.
CCOCCCNC(=O)c1ccc(N2CC3CC(C2)c2cccc(=O)n2C3)c(NC(=O)Nc2cccc(OC)c2)c1 (stereo not drawn)	-5%	-3	-3%	7	4	5%	-1	-2%	1%	2%

This part in full (from the top)
SMILES	MBNL1-CUG inh	hERG WT inh	GALK inh	KCNH2 3.1 block	TRPV1 agonist	Integrin act MD	FBPA coupling cs	ASM inhibitor	AT treatment	CXXC DNA block
O=C(NCCN1C(=O)S/C(=C\c2ccccc2Cl)C1=O)C1=COCCO1	.	-12	.	-5	1	-41%	.	-1%	3%	.
CCOCCCNC(=O)c1ccc(N2CC3CC(C2)c2cccc(=O)n2C3)c(NC(=O)Nc2cccc(OC)c2)c1 (stereo not drawn)	-5%	-3	-3%	7	4	5%	-1	-2%	1%	2%
COc1cc(/C=C2/SC(=S)N(CCC(=O)Nc3ccc(C(=O)O)cc3)C2=O)cc(OC)c1OC	3%	-8	3%	10	0	40%	.	-16%	7%	-4%
COC(=O)c1nn(-c2ccccc2)c(Cl)c1/C=N/OCc1ccc(Cl)cc1Cl	5%	2	-1%	9	0	14%	4	2%	0%	3%
CCCn1c(=O)c(C(=O)N/N=C/c2ccc(F)cc2)c(O)c2ccccc21	2%	-9	1%	-6	2	-19%	1	4%	8%	-2%
CCC(Oc1ccccc1)C(=O)N1CC(C)CC(C)C1 (stereo not drawn)	-2%	-4	4%	-19	27	16%	0	-3%	10%	-10%
O=C(c1cc2ccccc2o1)n1nnc2ccccc21	9%	2	3%	17	2	20%	3	2%	17%	8%
CCCC(=O)C1=C(O)C(C(=O)OC)C(C)(C)CC1=Nc1ccc(N)cc1 (stereo not drawn)	-5%	-14	0%	6	0	-22%	4	-1%	5%	9%
COC(C(=O)Nc1ccc(Cl)cc1C)c1ccccc1 (stereo not drawn)	-6%[11.5 µM]	1	.	-9	-1	10%	0	0%	2%	-2%
Cc1ccccc1C(=O)OC1CCN(C)CC1	-15%	8	0%	10	-5	-18%	3	2%	-12%	-23%
CCOc1ccccc1N1Cc2ccccc2C1	4%	3	-3%	-27	3	14%	-5	1%	0%	5%
COC(=O)c1ccccc1NC(=O)CN(C1CCCCC1)S(C)(=O)=O	8%	-1	-1%	-2	1	4%	1	3%	3%	-3%
CCOC(=O)c1c(NC(=S)Nc2ccccc2)sc2c1CCN(C)C2	?	3	0%	-41	5	-19%	-17	288%[activator]	-7%	4%
COc1ccc(NC(=O)c2ccc(COc3ccc(C)cc3)o2)cc1	-13%	-28	-3%	-9	?	18%	-7	-4%	13%	14%
Cc1cccc(NC(=O)COC(=O)c2ccc(S(=O)(=O)N3CCCCCC3)cc2)c1	.	6	.	12	-2	-16%	.	0%	-1%	.

Part of the list above, with bars between the fields:
structure | MBNL1-CUG inh | hERG WT inh | GALK inh | KCNH2 3.1 block | TRPV1 agonist | Integrin act MD | FBPA coupling cs | ASM inhibitor | AT treatment | CXXC DNA block
O=C(NCCN1C(=O)S/C(=C\c2ccccc2Cl)C1=O)C1=COCCO1 | . | -12 | . | -5 | 1 | -41% | . | -1% | 3% | .
CCOCCCNC(=O)c1ccc(N2CC3CC(C2)c2cccc(=O)n2C3)c(NC(=O)Nc2cccc(OC)c2)c1 (stereo not drawn) | -5% | -3 | -3% | 7 | 4 | 5% | -1 | -2% | 1% | 2%
COc1cc(/C=C2/SC(=S)N(CCC(=O)Nc3ccc(C(=O)O)cc3)C2=O)cc(OC)c1OC | 3% | -8 | 3% | 10 | 0 | 40% | . | -16% | 7% | -4%
COC(=O)c1nn(-c2ccccc2)c(Cl)c1/C=N/OCc1ccc(Cl)cc1Cl | 5% | 2 | -1% | 9 | 0 | 14% | 4 | 2% | 0% | 3%

Next part
SMILES	MBNL1-CUG inh	hERG WT inh	GALK inh	KCNH2 3.1 block	TRPV1 agonist	Integrin act MD	FBPA coupling cs	ASM inhibitor	AT treatment	CXXC DNA block
CC(C)Cn1c(-c2ccc(Br)cc2)c[nH]c1=S	-7%	12	-1%	10	10	-27%	2	-2%	1%	5%
CC[C@]12c3[nH]c4ccc(Cl)cc4c3CCN1C(=O)[C@@H](CC(=O)NCCCN(C)C)C[C@@H]2C(=O)N1CCN(C(=O)c2ccco2)CC1	.	-9	.	-33	.	1%	.	-13%	2%	.
CC(=O)c1ccc(NC(=O)C2CCN(S(=O)(=O)c3cccc4cccnc34)CC2)cc1	5%	-18	-1%	-9	1	-4%	4	-1%	-6%	-2%
CCOC(=O)c1c(NC(=O)C2C3C=CC(CC3)C2C(=O)O)sc(C)c1CC (stereo not drawn)	4%[11.5 µM]	2	.	4	-1	-13%	14	-1%	3%	-6%
O=C(Nc1ccc2ccccc2c1)/C(=C\c1ccc2c(c1)OCO2)NC(=O)c1ccco1	.	15	0%	-18	-9	-20%	0	4%	-16%	8%
Cc1ccc(NC(=O)CN2C(=O)C3CCCCN3C(=O)c3ccccc32)cc1 (stereo not drawn)	6%	-4	1%	8	2	6%	1	-5%	.	4%
Cc1ccc(SCc2nc3ncccn3c2Br)cc1	7%	2	-1%	-7	13	11%	0	6%	-8%	0%
O=S(=O)(c1cccc(NC(=S)N2CCN(c3ccc(F)cc3)CC2)c1)C(F)F	-3%	.	0%	-4	3	-29%	-1	-15%	-1%	1%
[N-]=[N+]=NC[C@H](Cc1ccccc1)N1CCN(Cc2ccccc2)CCC1=O	-2%	7	.	5	2	11%	3	1%	-4%	-3%
COc1ccc(N(CC(=O)NCCc2ccccc2)C(=O)CCC(=O)Nc2ccccn2)cc1	-1%	-1	-2%	12	-1	0%	0	4%	0%	-1%
c1cncc(CSc2nnc3ccc(-c4ccncc4)nn23)c1	?	-79*	-1%	25	3	?	3	-1%	-2%	-1%
O=C1c2ccccc2S(=O)(=O)N1CC(O)COc1ccc(Br)cc1 (stereo not drawn)	-6%	-6	0%	-11	12	12%[7.66 µM]	4	-12%	-4%	-7%
N#Cc1ccc(CSCC(=O)O)cc1	2%	-7	0%	-11	3	16%	-2	1%	9%	-2%
COc1ccnc2c1c(=O)n(Cc1ccc(Cl)cc1)c(=O)n2C	14%	8	0%	-40	6	26%	4	0%	-1%	9%
O=C(Nc1ccc(N2CCOCC2)c(F)c1)c1ccncc1	-5%	-1	-2%	-1	?	-13%	-1	4%	-4%	20%
Cc1ccc(C)c(-n2ccnc2SCC(=O)O)c1	-8%	-1	3%	14	2	-4%	-1	-1%	.	-2%
CC(C)(C(N)=O)c1ccccc1	-1%	0	5%	10	4	-8%	2	6%	-6%	?
CCOc1ccc(OCCn2nnc3ccccc3c2=O)cc1	?	-17	4%	-17	0	?	2	2%	3%	6%
CC(=O)N(C)c1ccc(N2CCOCC2)c2c1C(=O)c1ccccc1C2=O	.	-7	.	-15	.	14%	.	-5%	.	.
Cc1cccc(NC(=S)NCCc2ccc(Cl)cc2)c1C	-11%	-4	3%	8	?	13%	0	-8%	2%	10%
Cc1ccc(S(=O)(=O)N/N=C/c2c(F)cccc2Cl)cc1	.	-3	-1%	-2	2	-1%	-1	-2%	2%	8%
CC(=O)c1c(C)[nH]c(C(=O)OCC(=O)c2c(N)n(C)c(=O)n(C)c2=O)c1C	2%	.	1%	.	1	.	-6	.	-1%	0%
CC(Oc1ccccc1F)C(=O)NNC(=O)CCNC(=O)c1ccccc1Cl (stereo not drawn)	5%	-7	1%	-7	-2	1%	.	-1%	8%	-2%
COc1ccc(S(=O)(=O)N2CCN(Cc3cccnc3)CC2)cc1	-10%	9	1%	-5	2	?	-4	3%	-4%	-15%
COc1ccc(CN2CCC(N(CCc3ccccc3)Cc3ccccc3)CC2)c(OC)c1	-18%	-72*	4%	-107*	6	-61%[inhibitor]	0	4%	0%	9%

Two entries from above, as a markdown table.
| SMILES | MBNL1-CUG inh | hERG WT inh | GALK inh | KCNH2 3.1 block | TRPV1 agonist | Integrin act MD | FBPA coupling cs | ASM inhibitor | AT treatment | CXXC DNA block |
| --- | --- | --- | --- | --- | --- | --- | --- | --- | --- | --- |
| O=C(Nc1ccc2ccccc2c1)/C(=C\c1ccc2c(c1)OCO2)NC(=O)c1ccco1 | . | 15 | 0% | -18 | -9 | -20% | 0 | 4% | -16% | 8% |
| Cc1ccc(NC(=O)CN2C(=O)C3CCCCN3C(=O)c3ccccc32)cc1 (stereo not drawn) | 6% | -4 | 1% | 8 | 2 | 6% | 1 | -5% | . | 4% |

An unsorted share of the library (roughly 2% active in at least one column).
